CHT PAM: allosteric activators of human choline transporter CHT. Q9GZV3. CHT-expressing cells, membrane potential dye, choline EC20; active compounds read high; LV-AA mutant CHT in HEK293 cells. B-score at 10 µM. 310,000 tested, 0.49% active;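 active = initial fluorescence not abnormally high and integrated response B-score, plate-corrected, over 3 SD above library mean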
Target sequence (Q9GZV3 whole entry, looked up): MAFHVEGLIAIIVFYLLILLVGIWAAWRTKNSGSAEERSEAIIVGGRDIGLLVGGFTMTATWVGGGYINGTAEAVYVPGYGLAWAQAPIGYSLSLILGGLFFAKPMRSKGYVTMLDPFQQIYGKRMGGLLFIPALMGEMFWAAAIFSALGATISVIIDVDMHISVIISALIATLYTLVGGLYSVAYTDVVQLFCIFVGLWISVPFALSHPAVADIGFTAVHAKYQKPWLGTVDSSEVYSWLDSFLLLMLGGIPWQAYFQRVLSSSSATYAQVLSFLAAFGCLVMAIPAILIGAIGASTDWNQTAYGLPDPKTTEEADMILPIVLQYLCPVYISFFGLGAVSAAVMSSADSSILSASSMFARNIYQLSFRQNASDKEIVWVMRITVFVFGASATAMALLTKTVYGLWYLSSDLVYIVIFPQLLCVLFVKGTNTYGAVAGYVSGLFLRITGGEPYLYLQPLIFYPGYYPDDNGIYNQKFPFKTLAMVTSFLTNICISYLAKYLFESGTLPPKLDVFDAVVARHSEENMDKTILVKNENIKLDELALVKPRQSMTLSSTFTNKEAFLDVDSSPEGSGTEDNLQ
OX1R antag: human HCRTR1 antagonism; CHO/OX1R cells, Fluo-8 calcium fluorescence, orexin A; inhibition, % at 5 µM; 330,000 tested, 0.43% active; AID 434989;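 active = inhibition above its plate's threshold, mean inhibition of all tested compounds on the plate plus 3 SD, cut at about 37% in these data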;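 note: 0% = orexin A challenge wells and 100% = SB-334867-A antagonist wells; not every result past the cut was called active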
Target sequence (O43613 whole entry, looked up): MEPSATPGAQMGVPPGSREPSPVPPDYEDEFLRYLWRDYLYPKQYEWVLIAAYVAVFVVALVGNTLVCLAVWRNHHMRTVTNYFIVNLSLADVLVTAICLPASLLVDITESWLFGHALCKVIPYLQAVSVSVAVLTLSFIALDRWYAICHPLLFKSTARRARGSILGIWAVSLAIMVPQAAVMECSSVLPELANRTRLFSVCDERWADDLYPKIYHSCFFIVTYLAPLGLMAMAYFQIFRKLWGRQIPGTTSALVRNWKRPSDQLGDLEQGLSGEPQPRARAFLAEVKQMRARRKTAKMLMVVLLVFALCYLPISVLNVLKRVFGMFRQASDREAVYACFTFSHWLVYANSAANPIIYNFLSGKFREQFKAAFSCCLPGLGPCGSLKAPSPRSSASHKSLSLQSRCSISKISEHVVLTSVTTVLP
Active calls of the source: *; i = inactive; / = not tested or not shown.

Every second line gives: CHT PAM	OX1R antag
COc1ccc(C(CNC(=O)c2cccc(S(=O)(=O)Nc3ccc(C)cc3)c2)N2CCCCC2)cc1 (stereo not given)
  i	-46.0
COc1ccc(OC)c(N2Cc3ccccc3C2)c1
  i	-38.0
Cc1cccc(N(CC(=O)NC2CCCC2)C(=O)c2c(C)noc2C)c1
  i	-10.4
CCOc1ccc(Nc2ncnc3c2nnn3Cc2ccccc2)cc1
  i	-13.8
Cc1cc(C)n(CC(=O)N/N=C/c2ccco2)n1
  i	2.1
COc1ccc(-c2cn[nH]c2N)cc1OC
  i	-19.2
Cc1ccc2nc(-c3cccc(SC4CCCCC4)c3)c(NCc3ccccc3)n2c1
  /	16.2
N#CC(C#N)=C(Nc1ccccc1)c1ccccc1
  i	-18.7
O=C(CSc1nc2ccccc2s1)NC(=O)NCc1ccco1
  i	-17.8
Cc1ccc(NC(=O)COC(=O)C2CC2)cc1Cl
  /	-7.3
Cc1ccc(C2=NS(=O)(=O)N(C)C(C(=O)Nc3cc(C)n(CC(=O)N4CCC(C)CC4)n3)=C2)cc1
  i	-28.2
O=C(O)c1ccc(/C=N/Nc2nc3ccccc3[nH]2)cc1
  i	-7.8
Cc1ccc(C)c(CSC2=NCCN2S(=O)(=O)c2ccccc2)c1
  i	-26.0
COc1ccc(OCCC(=O)OCC(=O)Nc2ccc(Br)cc2)cc1
  i	-2.5
CC(C)N(Cc1ccccc1)C(=O)C1CCCN(c2ncnc3c2nc2n3CCCCC2)C1 (stereo not given)
  i	-39.0
COCCNc1nc(SC)nc2sc3c(c12)CCN(C)C3
  7.14*	-23.0
O=C(Cn1ccc([N+](=O)[O-])n1)Nc1ccccn1
  i	-10.4
c1coc(CNC2CCCCCCC2)c1
  i	-6.9
COc1ccc(NC(=O)c2ccccc2N(Cc2ccccc2)S(C)(=O)=O)cc1OC
  i	1.2
CN(C)c1cccc(-c2nnc(SCCCC#N)o2)c1
  i	-18.3
O=C(N/N=C/c1cc([N+](=O)[O-])ccc1O)c1cccc2cc[nH]c12
  i	48.9*
O=C(O)c1ccc(NCCC2=CCCCC2)c([N+](=O)[O-])c1
  i	-27.8
O=C(NC1CCC(c2ccccc2)CC1)c1cccnc1 (stereo not given)
  i	-10.3
O=C(Cc1cccs1)Nc1ccccc1NC(=O)Cc1cccs1
  i	-10.8
Cc1cccc(N2C(=O)SC(N(CC(=O)O)c3cccc(C)c3)C2=O)c1 (stereo not given)
  i	-14.1
CCOC(CNC(=O)c1ccc2nc(N3CCC(C)CC3)sc2c1)OCC
  i	-25.1
O=C(OCc1ccc(COC(=O)c2ccc(O)cc2)cc1)c1ccc(O)cc1
  i	4.8
C/C(=N/NC(=O)CNC(=O)Cc1ccc(Cl)cc1)c1ccco1
  i	2.1
CN(C(=O)COC(=O)CN1C(=O)c2cccc([N+](=O)[O-])c2C1=O)c1ccccc1
  /	-2.1
CCc1ccc(NC(=O)CN(c2cc(C)cc(C)c2)S(=O)(=O)c2c(C)[nH]c(=O)[nH]c2=O)cc1
  i	-14.0
COc1cccc(NC(=O)COC(=O)C2CC2)c1
  /	10.2
CCN1CCN(S(=O)(=O)c2c[nH]c(C(=O)OC)c2)CC1
  i	-10.5
CCN(CC(=O)Nc1cc(S(=O)(=O)N2CCOCC2)ccc1C)Cc1ccccc1
  i	-26.8
CC(NC(=O)Cn1cccc1C(=O)c1ccccc1)c1ccccc1 (stereo not given)
  i	-14.4
CCCN(CC(=O)Nc1cc(Cl)ccc1Cl)C(=O)/C=C/c1ccco1
  6.82*	-34.2
Cc1ccccc1C(=O)NN1CCOCC1
  i	-1.0
COC(=O)C1=C(C)N(C)C(C)=C(C(=O)OC)C1c1ccc(C(=O)OC)cc1
  i	-16.3
O=C(Cc1ccccc1)Nc1ccc2[nH]ncc2c1
  i	-8.0
CCOc1ccc(-n2nc3c(=O)n(CCN4CCCCC4)nc(C)c3c2C)cc1
  i	-19.0
Cc1noc(NS(=O)(=O)c2ccc(NC(=O)CCC3CCCC3)cc2)c1C
  i	5.0
Cc1ccc2nc(-c3ccc(NC(=O)CSc4ccccc4)cc3)[nH]c2c1
  i	-18.1
NNC(=O)c1ccc(COc2ccc3c(c2)CCC3)o1
  i	-15.4
O=C(C1=NN(c2ccccc2)C2C(=O)N(c3ccc(Cl)cc3)C(=O)C12)c1ccccc1 (stereo not given)
  i	-11.9
CS(=O)(=O)c1ccc(N2CCN(c3ccccn3)CC2)c([N+](=O)[O-])c1
  i	-7.4
Cc1c(Cl)cccc1NC(=O)NCc1ccc(C)n1C
  i	-5.5
Cc1ccc(/C=C2\SC(N3CCCCC3)=NC2=O)cc1
  i	-11.1
CCCc1nc(-c2ccccc2)c(-c2ccc(OC)c(OC)c2)c(=O)[nH]1
  i	-5.0
O=C(Cn1c(SCC(=O)N2CCCc3ccccc32)nc2ccccc21)N1CCCC1
  i	-5.5
Cc1nn(-c2ccccc2)c(C)c1C(=O)OCC(=O)Nc1ccccc1F
  /	-19.8
Cc1cc(C)c(C#N)c(Nc2ccccc2F)n1
  i	8.6

Structures listed so far shown as hits in OX1R antag.
canonical_smiles	OX1R antag
O=C(N/N=C/c1cc([N+](=O)[O-])ccc1O)c1cccc2cc[nH]c12	48.9*

(next part)
Every second line gives: CHT PAM	OX1R antag
Cc1ccc(NC(=O)CCN2C(=O)NC3(CCCC3)C2=O)cc1S(=O)(=O)N1CCOCC1
  /	0.8
O=C(NNC(=O)c1cc2cc(OC(F)(F)F)ccc2[nH]1)c1ccc(Cl)cc1
  i	-7.7
O=C(Cc1ccccc1)NNc1ccc2ccccc2c1
  i	-15.7
COc1ccccc1-c1c(C(F)(F)F)oc2cc(OC(=O)c3cccc([N+](=O)[O-])c3C)ccc2c1=O
  i	-5.5
CCOC(=O)C(=O)N1CCN(c2ccccc2OC)CC1
  i	-15.7
CCN(c1ccccc1)S(=O)(=O)c1ccc(C(=O)OC(C)C(=O)NCCC2=CCCCC2)cc1 (stereo not given)
  i	-21.3
COC(=O)C1C(c2ccc(OC)cc2)C(C(=O)OC)S(=O)(=O)C(CCN2CCCCC2)S1(=O)=O (stereo not given)
  i	-16.0
COc1cc(/C=N/NC(=O)Nc2ccccc2)ccc1OCCOc1ccccc1C
  i	-27.2
COc1ccccc1/C=C/C(=O)c1ccccc1
  i	/
COc1cc(C(=O)Nc2nnc(CC(C)C)s2)c([N+](=O)[O-])cc1OC
  i	-11.7
O=C(O)c1sccc1Oc1ccc(F)cc1[N+](=O)[O-]
  i	-7.2
CC(=O)OCn1nnc2ccccc2c1=O
  i	-10.1
CN(/N=C/c1ccc(-c2ccc([N+](=O)[O-])cc2)o1)c1ccccc1
  i	60.1*
O=C(O)C1CCN(C(=O)c2ccc(Cl)cc2)CC1
  i	1.9
CC(=O)c1cccc(NC(=S)NC(=O)c2ccc(Br)cc2)c1
  i	-9.8
COc1cc(C(=O)NCCC(=O)N2CCN(C)CC2)cc(OC)c1OC
  i	-12.4
COC(=O)c1c(NC(=O)c2ccccc2F)sc2c1C(C(=O)OC)CC2 (stereo not given)
  i	-4.2
Cc1ccc(N(CC(=O)NCc2ccco2)C(=O)CCC(=O)Nc2ccccn2)cc1C
  i	-32.1
FC(F)(F)c1cc(-c2ccco2)nc(-n2cnc3ccccc32)n1
  i	-16.1
COc1cccc(N2[C@@H](CC(=O)O)c3cc(C(F)(F)F)ccc3S2(=O)=O)c1
  i	-0.2

Some of these compounds in order of the OX1R antag value, high to low.
| canonical_smiles | OX1R antag |
| --- | --- |
| CN(/N=C/c1ccc(-c2ccc([N+](=O)[O-])cc2)o1)c1ccccc1 | 60.1* |
| O=C(O)C1CCN(C(=O)c2ccc(Cl)cc2)CC1 | 1.9 |
| CC(=O)OCn1nnc2ccccc2c1=O | -10.1 |

The list goes on:
Every second line gives: CHT PAM	OX1R antag
O=C(CN1CCC(n2nnc3cc(F)ccc32)CC1)N1CCCc2ccccc21
  i	-15.6
NC(=O)C1=NOC(CNc2ncc(C(F)(F)F)cc2Cl)C1 (stereo not given)
  i	-11.3
Cc1nc(N/N=C/c2ccc(O)cc2)c2cnn(-c3ccccc3)c2n1
  i	10.4
O=C(CSc1nnc(Cc2ccccc2)c(=O)[nH]1)Nc1ccccc1
  i	-12.7
CCCCOC(=O)c1sc2nc(N3CCOCC3)c3c(c2c1N)CC(C)(C)OC3
  i	-3.4
Cn1cc(CN2CCN(Cc3ccccc3)C(CCO)C2)c(-c2ccccc2)n1 (stereo not given)
  i	-26.0
COCCn1c(=O)c2cc3c(=O)n(CCOC)c(=O)c3cc2c1=O
  i	4.9
CCOC(=O)C1=C(COC(=O)/C=C/c2ccc(OCC)c(OC)c2)NC(=O)NC1C (stereo not given)
  i	-41.4
CCc1cccc(C)c1NC(=O)c1ccoc1C
  i	-19.9
O=[N+]([O-])c1ccc(N2CCC(=NOCc3ccc(Cl)cc3)CC2)cc1
  i	22.1
COC(=O)c1sc2cc(=O)n(-c3cccc(C(F)(F)F)c3)nc2c1O
  i	-12.3
COc1ccc2c(c1)CCC1C2=NN(/C(C)=C\C(C)=O)C1c1ccc(F)cc1 (stereo not given)
  i	-12.2
O=c1oc(-c2ccco2)nc2c1cnn2-c1ccccc1
  i	-15.2
O=C1CC(c2cc(F)ccc2F)c2cc3c(cc2N1)CCC3 (stereo not given)
  i	-28.5
C=CCOC(=O)C1=C(C)NC(SCC(=O)NC(=O)OCC)=C(C#N)C1c1cccnc1 (stereo not given)
  i	-23.9
COc1cc(NC(=O)C2CCC(=O)N2S(=O)(=O)c2ccc(C)cc2)cc(OC)c1 (stereo not given)
  i	-14.3
CN(C)C(=O)c1ccc(NS(=O)(=O)c2ccc3c(c2)OCCO3)cc1
  i	3.6
CC(C)(C)c1ccc(C(=O)NCCc2ccccc2)cc1
  i	-12.7
O=C(Cc1cccs1)N/N=C/C=C\c1ccco1
  i	-5.7
COc1ccc(S(=O)(=O)NCc2ccco2)cc1C(=O)N1CCCCC1
  i	2.0
O=C(CSc1ncnc2c1oc1ccccc12)NC1CCCCC1
  i	-21.3
CN(C(=O)c1ccccc1-c1ccccc1C(=O)O)c1ccccc1
  i	2.7
CCOc1ccc(C(=O)NCc2ccncc2)cc1
  i	-4.1
CC(=O)Nc1ccc(S(=O)(=O)Nc2ccccc2N2CCOCC2)cc1Cl
  i	-3.6
C=CC[C@@H](CC(=O)OC(C)(C)C)C(=O)OC[C@@H]1CCCN1C(=O)[C@@H](CC=C)CC(=O)N[C@H](CO)Cc1ccccc1
  /	-19.0
COc1cccc(C(=O)Nc2cccnc2)c1OC
  i	-1.4
COc1ccc(NC(=O)C2Cc3ccccc3O/C2=N\O)cc1 (stereo not given)
  i	/
COc1ccc(NS(=O)(=O)c2cc(NC(=O)CCNC(C)=O)ccc2N2CCCCC2)cc1
  /	-7.6
Cc1ccc(CN(C)C(=O)CN2C(=O)NC3(CCCc4ccccc43)C2=O)c(C)c1 (stereo not given)
  /	-18.7
O=[N+]([O-])c1cc(Cl)ccc1Nc1ccccc1
  i	-14.2
COc1ccc(S(=O)(=O)N2CCOC2CNC(=O)C(=O)NCc2ccc(F)cc2)cc1OC (stereo not given)
  i	-14.8
COc1ccc(/C=C/C(=O)N(C)c2ccccc2C(=O)O)cc1
  i	-4.7
Cc1ccccc1C(=O)OC(C)CN1CCN(C)CC1 (stereo not given)
  i	-21.4
COC(=O)CSc1nc2ccccc2c(=O)n1C
  i	-22.1
CCc1cc(C(=O)Nc2ncccc2O)sc1C
  i	-17.3
O=C(CSc1nnc(CNC(=O)c2cccs2)o1)Nc1ccc(Br)cc1
  i	-23.4
C=CCn1c(SCC(=O)Nc2sc3c(c2C#N)CCC3)nnc1C1COc2ccccc2O1 (stereo not given)
  i	-24.9
O=C(NCC(c1cccs1)N1CCOCC1)c1ccc(OCc2ccccc2)cc1 (stereo not given)
  /	-3.6
NC(=O)CSc1oc(-c2ccco2)nc1S(=O)(=O)c1ccc(Br)cc1
  i	-14.5
CC(C)(C)NC(=O)CCN1CCOCC1
  i	-4.7
Cc1cccc(C(=O)OCC(=O)Nc2ccc3c(c2)OCCO3)c1
  /	3.5
CC(C)(C)NC(=O)C1Cc2ccccc2CN1S(=O)(=O)c1ccc(F)cc1 (stereo not given)
  i	-26.5
Cc1nn(-c2cc(N3CCCC3)ccc2[N+](=O)[O-])c(=O)c2ccccc12
  i	-26.0
COc1ccc(N2CCN(c3ncnc4scc(-c5ccccc5)c34)CC2)cc1
  i	-11.1
O=C(c1ccccc1)N1CCCCC(Sc2nnc3ccccn23)C1=O (stereo not given)
  i	-7.5
O=C(CN1CCOCC1)Nc1ccccc1Sc1ccc(Cl)cc1
  i	-32.4
O=C(Nc1cc(C(F)(F)F)ccc1N1CCOCC1)c1cn2ccccc2n1
  i	-14.1
CC12CCC(=O)N1C(C(=O)N1CCN(c3ccc([N+](=O)[O-])cc3)CC1)CS2 (stereo not given)
  /	5.9
O=C(CCNC(=O)c1ccccc1)NCCCc1ccccc1
  /	-13.0
COc1ccc(C(=O)NCc2nnc(SCC(=O)N3CCCCC3)o2)cc1OC
  i	-5.8

(list continues)
Every second line gives: CHT PAM	OX1R antag
CC(C)(C)NC(=O)C(c1ccc(Cl)cc1)N(Cc1ccco1)C(=O)CCl (stereo not given)
  i	-7.3
Cc1cc(S(=O)(=O)NCc2ccncc2)c(C)cc1Br
  i	12.0
COc1cc(NC(=O)CN2c3ccccc3CC2C)cc(OC)c1OC (stereo not given)
  i	-33.5
C/C(=N\N=C1\NC(=O)C(CC(=O)NCc2ccccc2)S1)C(C)C (stereo not given)
  i	1.0
Cc1cc(/C=C(\C#N)C(=O)NCc2cccs2)c(C)[nH]1
  i	-14.1
Cc1cccc(NC(=O)Nc2nnc(-c3ccccc3)o2)c1
  i	9.3
O=C(c1ccc(S(=O)(=O)N2CCCC2)cc1)N1CCCC(C(F)(F)F)C1 (stereo not given)
  i	5.4

Outcome played no part in choosing rows, and some 0.8% of all compounds hit somewhere here.
